EBI2 block = antagonists of human EBI2 receptor; P32249; EBI2 beta-arrestin recruitment, luminescence, 7a,25-OHC stimulated; inhibition, % at 5 µM; 360,000 tested, 0.81% active; AID 651636; in the data active means inhibition above about 38%;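 further: enzyme fragment complementation signal reports receptor beta-arrestin coupling in cells; 0% = agonist plus DMSO wells and 100% = wells without agonist; some results beyond the cut were filed as inactive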
APJ ag = APJ receptor agonism. activation, % at 20 µM. P35414. CHO-K1 APJ PathHunter beta-arrestin, luminescence; 0% DMSO wells, 100% apelin. 330,000 tested, 0.11% active;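 active means activation more than six SD over the plate average, tested at 20 µM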;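 further: 0% = DMSO alone and 100% = apelin-13 at 10 nM; some results filed as inactive read as strong as hits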
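Test system – PathHunter CHO-K1 APJ (AGTRL-1) beta-arrestin reporter cells · Input – 1000 cells/well · Compound – single test compound dose, 20 µM final, 1% DMSO · Times – compound stimulation 90 min at 25 °C, detection 60 min · Technique – beta-gal luminescence · Read-out basis – APJ–arrestin association signal · Control set – negative DMSO alone, positive Apelin-13 at 10 nM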
CHOP UPR activ = apoptotic UPR (CHOP) activation. CHO-CHOP luciferase reporter, luminescence; percent of tunicamycin response over DMSO baseline. 330,000 tested, 0.34% active. activation, % at 10 µM;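 active means at 10 µM dose, activation of 40% or more, normalized to positive control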;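 further: 100% = tunicamycin at 10 µg/mL and 0% = DMSO alone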
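System: CHO-CHOP luciferase reporter cell line | Buffer or medium: F12 medium containing 10% fetal bovine serum | Doses: One dose, 10 µM in 0.5% DMSO | Times: 6 h compound exposure at 37 °C after overnight seeding | Signal: Luciferase luminescence | Read-out: % activation vs tunicamycin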
APJ antag = antagonists of human APJ apelin receptor | P35414 | CHO-K1 APJ beta-arrestin complementation, luminescence | inhibition, % at 20 µM | 330,000 tested, 0.32% active | AID 2521;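 active means inhibition above about 40% at 20 µM, limit read from the data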;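 further: cells challenged with 10 nM apelin-13 agonist together with compound; plate controls were apelin-13 plus DMSO wells for no effect and DMSO wells lacking apelin-13 for full effect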
CCR6 antagonist = antagonists of human CCR6 receptor; P51684; CHO-K1 CCR6 PathHunter beta-arrestin, luminescence, CCL20-stimulated; inhibition, % at 20 µM; 340,000 tested, 0.49% active; AID 493098;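 active means compounds whose inhibition of the agonist-driven luminescence signal at 20 µM reaches about 50%, limit read from the data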;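 further: cells stimulated with CCL20 at 14 nM final; plate controls were DMSO with CCL20 for no effect and DMSO without agonist for full effect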
Mdm2-MdmX inh = disrupts the human Mdm2-MdmX interaction; O15151+Q00987; SaOS-2 split-luciferase Mdm2/MdmX complementation, luminescence; inhibition, % at 8 µM; 330,000 tested, 3% active; AID 485346;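 active means inhibition of at least 50% at 8 µM in the primary screen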
Target sequence (O15151 whole entry, looked up): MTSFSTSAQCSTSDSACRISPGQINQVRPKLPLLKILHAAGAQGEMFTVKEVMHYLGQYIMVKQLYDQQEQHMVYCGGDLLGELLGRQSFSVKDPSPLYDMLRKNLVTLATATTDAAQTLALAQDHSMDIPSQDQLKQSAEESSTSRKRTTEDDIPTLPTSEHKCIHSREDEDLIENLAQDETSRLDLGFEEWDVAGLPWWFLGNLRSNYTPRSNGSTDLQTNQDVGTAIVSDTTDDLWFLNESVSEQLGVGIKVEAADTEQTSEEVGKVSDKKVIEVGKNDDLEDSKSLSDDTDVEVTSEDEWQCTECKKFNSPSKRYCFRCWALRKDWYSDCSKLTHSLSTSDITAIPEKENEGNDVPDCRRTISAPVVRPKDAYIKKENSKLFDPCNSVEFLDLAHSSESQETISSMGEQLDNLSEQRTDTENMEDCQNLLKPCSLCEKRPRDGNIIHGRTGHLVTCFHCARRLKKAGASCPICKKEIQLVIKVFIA
Target sequence (Q00987 whole entry, looked up): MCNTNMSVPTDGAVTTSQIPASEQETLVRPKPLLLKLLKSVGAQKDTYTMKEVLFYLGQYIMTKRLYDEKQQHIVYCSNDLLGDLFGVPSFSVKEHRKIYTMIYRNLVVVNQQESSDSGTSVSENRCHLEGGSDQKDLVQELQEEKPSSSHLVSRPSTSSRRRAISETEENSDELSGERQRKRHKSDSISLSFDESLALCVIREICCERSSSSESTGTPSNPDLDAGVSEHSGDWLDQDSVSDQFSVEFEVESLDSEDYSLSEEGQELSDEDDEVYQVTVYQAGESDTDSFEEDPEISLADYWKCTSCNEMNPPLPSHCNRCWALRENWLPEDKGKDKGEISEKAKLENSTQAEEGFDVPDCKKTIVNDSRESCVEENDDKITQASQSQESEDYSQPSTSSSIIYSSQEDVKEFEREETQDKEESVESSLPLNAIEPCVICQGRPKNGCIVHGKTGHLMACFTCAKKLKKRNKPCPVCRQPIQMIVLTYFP
tim23-1 inh = growth inhibitors of tim23-1 mutant yeast. inhibition, % at 20 µM. S. cerevisiae tim23-1 growth, BacTiter-Glo luminescence, 24 h. AID 463212. 330,000 tested, 1.3% active;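 active means growth inhibition of the mutant yeast at or above 50%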;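 further: temperature-sensitive mutant grown at 25 °C; plate controls were DMSO-treated mutant yeast for no effect and medium wells lacking yeast for full effect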
UPR XBP1 act = activators of adaptive arm of unfolded protein response (XBP1) | CHO-XBP1 luciferase reporter, IRE1-XBP1 UPR activation, luminescence; percent of tunicamycin response, DMSO as zero | activation, % at 20 µM | 330,000 tested, 0.33% active | AID 463104;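 active means versus positive control, 20 µM dose yields 30% or more activation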;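 further: 100% = tunicamycin at 10 µg/mL and 0% = DMSO only wells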
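Material: IRE1-XBP1 luciferase reporter CHO line / Quantity: one thousand reporter cells per well / Buffer or medium: F12 with 10% serum / Compound: 20 µM single concentration, DMSO 1% / Times: 6 h treatment, 37 °C / Detection: Steady-Glo luciferase glow luminescence, 10 min after reagent addition / Benchmarks: tunicamycin high, DMSO low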
CXCR6 inh = blocks human CXCR6 beta-arrestin recruitment; O00574; CHO-K1 PathHunter CXCR6 beta-arrestin, luminescence; inhibition, % at 20 µM; 360,000 tested, 0.36% active; AID 602244; in the data active means inhibition above about 34%, passing the limit was not always enough;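 further: antagonist mode with CXCL16 agonist at 10 nM final; 0% = 10 nM CXCL16 with DMSO and 100% = unstimulated wells without agonist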
An asterisk follows results filed as active; . = not tested or not shown. The list is partial, so the mix of outcomes need not match the whole.

Every second line gives: UPR XBP1 act, CCR6 antagonist, tim23-1 inh, CHOP UPR activ, Mdm2-MdmX inh, APJ antag, EBI2 block, APJ ag, CXCR6 inh
COc1ccc(CCNC(=O)C2CCC(=O)N(C3CC3)C2)c(OC)c1 (stereo not given)
    -1, 7, 2, -0.7, 17, -26, -2, -1, -4
COc1cccc(CNC(=O)c2ccc(NC(=O)CC3SC(N4CCCC4)=NC3=O)cc2)c1 (stereo not given)
    0, 8, 8, 2.1, -3, 1, -9, -1, 7
COc1ccc(CCNC(=O)C(=O)NCC2OCCN2S(=O)(=O)c2ccc(Cl)cc2)cc1 (stereo not given)
    1, 3, 3, 7.5, 22, 12, -6, -3, 5
c1ccc(COc2ccc(OCCN3CCCC3)cc2)cc1
    0, 4, -43, 8.8, -26, 6, -3, -2, 2
CN1CCN(CCCN(Cc2ccco2)C(=S)Nc2ccc(Cl)cc2)CC1
    1, 7, -6, 0.2, 4, 16, -22, 0, 9
COc1ccc(-c2csc(NC(=S)NC(=O)c3cc4ccccc4o3)n2)cc1Br
    0, 41, 12, 1.0, -4, 45*, -3, -3, 5
COc1ccc(Cl)cc1C(=O)CSc1nnnn1C1CCCCC1
    4, 17, 46, 1.6, 17, 10, 39, -4, 7
CCCN1C(=O)c2cc(C(=O)Nc3ccccc3CC)ccc2C1O (stereo not given)
    -3, 9, -2, 2.0, -9, 0, 2, -1, -3
CCCN1CCC(NC(=O)Cc2ccc(C)cc2)CC1
    -3, 11, -15, -1.6, -3, -6, -5, -5, -3
CN1CCCC(OC(=O)c2ccc(S(=O)(=O)N(C)C)cc2)C1 (stereo not given)
    10, 0, 7, -0.2, 2, -6, -11, -3, -6
COc1ccc2nc(N3CCCCC3)c(/C=C3\SC(=S)NC3=O)cc2c1
    1, 22, 28, -0.2, 7, 24, 14, -3, -1
COc1ccc(C(=O)Nc2ccc3c(c2)nc2n3CCSC2)cc1
    0, -3, 35, 1.5, -48, 0, -7, -4, -4
Cc1ccc(C(CNS(=O)(=O)c2ccccc2)N2CCN(C)CC2)cc1 (stereo not given)
    1, 6, -2, 0.9, 13, -55, 6, 1, 6
CC(C)OC(=O)CN1CCN(C2c3ccccc3-c3ccccc32)CC1
    -3, 3, 24, 1.6, 11, 11, 0, -1, 5
O=C(Cc1ccc(S(=O)(=O)N2CCOCC2)s1)Nc1nc2c(s1)CCCC2
    -2, 11, -5, 1.9, 7, -3, 19, -3, 3
Cc1ccc(-c2nc(NCCN3CCOCC3)c3ccccc3n2)cc1
    5, 2, 8, 2.6, -14, -5, 2, 1, -3
CCC1(C)N=C(c2ccc3c(c2)OCO3)CC(c2ccccc2O)N1 (stereo not given)
    7, 14, 20, 4.1, 3, 12, 22, 1, -3
COc1ccc(Cl)cc1S(=O)(=O)N1CCN=C1C
    -1, 13, -14, 1.0, 9, 8, 4, -24, -1
Cc1ccc(Oc2nc(CN3CCOCC3)nc3sc4c(c23)CCC(C)C4)cc1 (stereo not given)
    1, 14, 46, -0.6, 11, -5, 15, -3, -4
CCOC(=O)N1CCN(C(=S)NC(=O)c2nn(C)cc2Br)CC1
    0, 4, -14, 0.6, -2, 3, -6, -2, -3
CCN(CC)S(=O)(=O)c1cccc(NC(=O)CN2C(=O)NC3(CCOc4ccccc43)C2=O)c1 (stereo not given)
    -2, 12, 8, 0.7, 13, 5, -2, 1, -4
O=C(c1ccccc1Cl)N1CCCC(c2nc3c(nnn3Cc3ccccc3)c(=O)[nH]2)C1 (stereo not given)
    1, 8, 9, 0.9, -12, 5, 9, 0, 0
c1ccc(N=P(c2nc3ccccc3o2)(N2CCOCC2)N2CCOCC2)cc1
    2, 8, 1, 0.3, -7, -6, 7, -2, 0
O=C(/C=C/c1ccc(Cl)cc1)N1CCN(c2ccc(Cl)cc2[N+](=O)[O-])CC1
    -4, 15, -14, -2.4, 19, 3, 98*, -4, 1
Cc1nc(N)sc1-c1csc(Nc2ccc(Cl)cn2)n1
    7, -18, 48, 2.7, -12, -8, -7, -4, -1
COc1ccc(C(=O)NCC(=O)OCC(=O)Nc2ncc(Cl)cc2Cl)cc1[N+](=O)[O-]
    -3, 5, 10, 0.4, -10, -56, -2, -2, 0
CCOC(=O)c1cc2cc([N+](=O)[O-])ccc2oc1=O
    0, 8, 2, -0.3, 19, 18, -2, -5, -1
CC(C)(C)c1cc(C(=O)NNc2cccc(Cl)c2)n(Cc2ccccc2)n1
    -3, 21, 47, 2.1, 17, 21, 16, -4, 7
Cc1cc(C)cc(NCCC#N)c1
    0, 20, 3, -0.8, -5, 7, -8, -2, -4
COCCCN=C1NN=C(c2cc(C)n(Cc3ccco3)c2C)CS1
    -3, 9, 12, -4.5, 39, -3, -1, -4, -6
O=C(Nc1ccc(N2CCOCC2)cc1)Nc1ccc2nc(-c3ccco3)c(-c3ccco3)nc2c1
    8, 20, 11, 2.1, 61*, -21, -14, 16, 18
O=[N+]([O-])c1ccccc1/C=N/N1CCN(Cc2ccccc2)CC1
    2, -3, 32, 1.9, -23, -5, -3, -1, 0
C/C=C/Cn1c(N2CCCCCC2)nc2c1c(=O)[nH]c(=O)n2C
    4, 16, 19, -0.6, 2, -22, 2, -3, -1
Cc1c(NS(=O)(=O)c2cccc(C(=O)NCc3ccncc3)c2)c(=O)n(-c2ccccc2)n1C
    -3, 19, -4, -1.8, 17, 16, -2, -7, -8
O=C(c1cccc([N+](=O)[O-])c1)c1ccccn1
    -2, 1, 19, -2.3, 2, -14, 0, -1, 3
CCOC(=O)c1ccc(NC(=O)CSc2nnc(CNc3ccc(OC)cc3)n2C)cc1
    0, -9, 2, 1.7, 16, -34, 4, 8, -2
Cc1ccccc1NC(=O)CN1C(=O)NC(C)(c2ccc3c(c2)OCO3)C1=O (stereo not given)
    0, -2, 3, -0.8, -2, -1, 0, -3, -5
COc1ccc(OC)c(NC(=O)COC(=O)CCc2ccc(S(=O)(=O)N3CCOCC3)cc2)c1
    -1, 2, 25, -1.7, 14, 6, 3, 1, 1
COc1cc(NC(=O)CN2C(=O)c3ccccc3S2(=O)=O)cc(OC)c1
    -3, 7, 11, 0.4, -22, 7, -2, -3, 6
Cc1ccc(NC(=O)COc2ccc(Cl)cc2Cl)cc1S(=O)(=O)N1CCOCC1
    -1, 11, 36, 0.6, 23, 9, 0, -1, 0
CCCCNC(=O)Nc1cc(C)on1
    -3, -8, 3, -2.3, 0, -1, -5, -1, 4
O=C(/C=C/c1ccc[nH]1)c1ccc(F)cc1
    2, 13, 20, 1.3, -24, -5, -3, -5, 6
CCCCC(CCC(=O)NNC(=O)Cc1ccccc1)C(=O)O (stereo not given)
    0, 8, 15, 0.1, 7, -1, 1, -3, 2
CCOC(=O)C1CCN(S(=O)(=O)c2ccc(Br)c(OCC)c2)CC1
    -1, 4, 27, 1.4, 10, 9, 0, -1, -10
COC(=O)c1ccccc1S(=O)(=O)N1CCC(C(=O)NC2CCCCC2C)CC1 (stereo not given)
    -2, 14, 7, 1.7, 12, -12, -12, -2, 0
COc1ccc(NC(=O)CS(=O)CC(=O)NC2CCCc3ccccc32)cc1 (stereo not given)
    0, 0, -2, -0.5, -17, 0, 5, -3, 5
COc1ccc(C(CNC(=O)COc2ccccc2)N2CCOCC2)cc1 (stereo not given)
    -3, 8, -12, 1.5, 10, 20, 4, 4, -7
O=C(CCCN1C(=O)/C(=C\c2cccs2)SC1=S)Nc1ccc(O)cc1C(=O)O
    -4, 16, 8, -1.5, -13, 21, -13, -4, 4
Cc1cc(C)cc(Oc2ccccc2C=O)c1
    14, 5, 14, -1.6, 33, 7, -15, -3, 2
Cc1nc(NC(=O)C2CC2)sc1C(=O)Nc1ccccc1Cl
    3, 13, 47, 9.5, -39, 15, 1, -4, 4

Continuation.
Every second line gives: UPR XBP1 act, CCR6 antagonist, tim23-1 inh, CHOP UPR activ, Mdm2-MdmX inh, APJ antag, EBI2 block, APJ ag, CXCR6 inh
COc1cccc(NC(=O)c2cc(-c3ccccn3)nc3ccccc23)c1
    -2, 12, 32, 1.0, 39, 14, 0, -1, 1
Clc1cccc(Cl)c1C1Nc2cccc3cccc(c23)N1
    -1, 19, 53*, 6.6, 13, -9, 3, 3, 6
Cc1ccc(C2/C(=C(/O)c3cnn(-c4ccccc4)c3C)C(=O)C(=O)N2CCCN2CCOCC2)o1 (stereo not given)
    1, ., 29, 5.1, -1, 9, ., -1, .
CCCC(O)(c1ccc(OC)cc1)C(CN1CCOCC1)c1ccccc1 (stereo not given)
    0, 1, 25, -0.6, 2, 13, 17, -2, 1
Cc1c(Cl)cccc1NC(=O)Cn1c(CCC(=O)O)ccc1-c1ccccc1
    1, 9, 15, -0.7, -12, -13, 7, -3, -18
CC(C)c1ccccc1NC(=O)C1CN(S(=O)(=O)c2ccccc2)CCN1S(=O)(=O)c1ccccc1 (stereo not given)
    -1, 8, -2, 0.6, 6, 5, 17, -1, -4
COC/C=C/C1=CC2=CC(=O)C(C)(OC(=O)c3cnc4ccccc4n3)C(=O)C2=CN1C1CCCCC1 (stereo not given)
    0, ., 3, -1.3, 14, -21, ., 8, .
COc1ccc(NC(=O)C2CCN(S(=O)(=O)c3ccccc3)CC2)cc1
    -3, 4, 8, -1.3, 7, 16, 3, -8, -3
Cc1ccc(C(=O)Oc2cccc(-n3cnnn3)c2)cc1
    3, 9, 11, 6.9, -76, 3, -17, -4, -5
O=C(O)c1ccccc1NC(=O)c1cc(-c2ccccc2)nc2ccccc12
    1, 7, 32, 1.1, 23, 21, 15, -5, 3
CN1C(=O)C(O)(c2nnc(-c3ccccc3)o2)c2ccccc21 (stereo not given)
    2, 10, 0, 0.4, -29, 4, -3, 0, 5
Cc1ccc(C(O)(C(=O)NNc2ccccn2)c2ccc(C)cc2)cc1
    -4, -3, 9, -0.2, -20, -14, 7, -3, 4
S=C(N/N=C/c1ccco1)NC1CC2CCC1C2 (stereo not given)
    1, 8, 49, 1.1, 9, 15, 1, -4, -16
Cn1ccnc1SCC(=O)N(C1CCCCC1)C1CCCCC1
    -1, -2, 24, 0.0, -39, 7, -2, 0, 4
O=C(CSCc1c(F)cccc1Cl)NCC1CCCO1 (stereo not given)
    0, 1, 4, 0.7, 7, 26, -1, 0, -6
CCc1cc(=O)oc2cc(C)cc(OCC(=O)N3CCC(C(=O)NC(C)C)(c4ccccc4)CC3)c12
    0, 9, 22, 1.3, 8, -10, 3, 4, 5
O=S(=O)(Nc1ccncc1)c1ccccc1
    4, 7, -2, -0.1, -2, 4, -12, -4, -1
Cc1ccc(CNC(=O)CN(Cc2cccs2)C(=O)C2(C)CC(=O)N=C3C=CC=CN32)cc1 (stereo not given)
    -1, 7, -3, 1.9, 8, 11, -29, -1, 3
COc1ccc(NC(=O)COc2ccccc2C)cc1S(=O)(=O)N1CCCCC1
    -3, 15, 2, -1.6, 30, -1, 8, -3, -11
CCc1ccc2oc(C(=O)Nc3nonc3C)c(C)c2c1
    -1, 13, 19, 4.2, -188, 13, -8, 2, 9

From PubChem
